# Diaph inh CS: counter-screen for diaphorase-based assays: diaphorase inhibitors and chemical oxidizers; diaphorase resazurin-to-resorufin fluorescence, NADH, 16 min; bacterial (C. kluyveri) enzyme, not human; inhibition, % at 20 µM; actives 0.69% (n = 190,000); AID 1217;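 active means primary screen inhibition at 20 µM above a set limit, cut at about 50% in these data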;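 further: plate controls were DMSO with full reaction for no effect and wells lacking NADH for full effect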
#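 Assay system: diaphorase enzyme from Clostridium kluyveri; Input: enzyme working solution with 0.14 U/mL diaphorase; Timing: 16 min at room temperature; Technique: resorufin fluorescence, excitation 544 nm, emission 590 nm; Benchmarks: positive control minus NADH, DMSO neutral control.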
# TLR4-MyD88 BLA: inhibitors of human TLR4-MyD88 binding; O00206+Q99836; HeLa CL3-4 TLR4/MyD88 BLA complementation, FRET ratio; inhibition, % at 8.4 µM; actives 0.18% (n = 200,000); in the data active means inhibition above about 25%;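 further: 0% = vehicle and 100% = reference inhibitor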
# Target sequence (O00206 whole entry, looked up): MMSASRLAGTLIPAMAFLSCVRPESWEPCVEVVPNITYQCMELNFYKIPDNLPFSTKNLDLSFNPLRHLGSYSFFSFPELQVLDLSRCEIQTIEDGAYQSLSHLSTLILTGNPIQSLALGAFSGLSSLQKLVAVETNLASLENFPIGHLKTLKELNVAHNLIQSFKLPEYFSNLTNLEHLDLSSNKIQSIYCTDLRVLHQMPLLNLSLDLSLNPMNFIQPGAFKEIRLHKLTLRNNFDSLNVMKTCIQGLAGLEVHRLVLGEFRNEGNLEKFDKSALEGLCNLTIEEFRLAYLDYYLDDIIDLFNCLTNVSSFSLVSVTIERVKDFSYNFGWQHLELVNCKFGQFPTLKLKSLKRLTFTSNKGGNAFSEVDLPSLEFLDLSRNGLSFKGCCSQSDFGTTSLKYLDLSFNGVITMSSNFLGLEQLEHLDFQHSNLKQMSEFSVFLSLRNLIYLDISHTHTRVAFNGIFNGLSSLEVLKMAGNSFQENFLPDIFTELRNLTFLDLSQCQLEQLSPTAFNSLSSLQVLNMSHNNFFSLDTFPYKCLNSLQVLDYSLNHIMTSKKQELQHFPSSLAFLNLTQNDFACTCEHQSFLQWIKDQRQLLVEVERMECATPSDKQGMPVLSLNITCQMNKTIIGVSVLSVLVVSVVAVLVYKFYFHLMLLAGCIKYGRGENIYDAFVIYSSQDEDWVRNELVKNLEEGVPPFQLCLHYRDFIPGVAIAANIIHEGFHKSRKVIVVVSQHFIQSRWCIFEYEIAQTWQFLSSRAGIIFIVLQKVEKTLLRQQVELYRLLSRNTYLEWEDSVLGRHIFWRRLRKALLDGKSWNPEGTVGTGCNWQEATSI
# Target sequence (Q99836 whole entry, looked up): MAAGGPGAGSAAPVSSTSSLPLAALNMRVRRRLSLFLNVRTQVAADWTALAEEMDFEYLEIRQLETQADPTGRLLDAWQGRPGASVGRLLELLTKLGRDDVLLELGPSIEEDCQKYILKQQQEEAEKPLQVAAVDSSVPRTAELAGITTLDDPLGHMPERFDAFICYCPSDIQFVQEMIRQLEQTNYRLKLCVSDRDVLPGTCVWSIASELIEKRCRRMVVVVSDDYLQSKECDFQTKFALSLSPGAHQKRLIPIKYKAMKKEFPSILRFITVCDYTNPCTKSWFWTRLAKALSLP
# Diaph act CS: diaphorase activation or chemical reduction counter-screen | Diaphorase/resazurin coupled assay, resorufin fluorescence, 16 min; hits give high values; 1 = vehicle wells, 0 = NADH-free wells | activation factor at 20 µM | actives 0.005% (n = 190,000);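 active means diaphorase activity raised at least twofold by the compound at 20 µM; inactive means activation factor below 2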
#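 Assay system: bacterial diaphorase enzyme (C. kluyveri) / Input: enzyme 0.07 U/mL final / Medium: 50 mM HEPES pH 7.4 with 4.542 mM MgCl2, 0.005% Tween 20 / Doses: single compound dose of 20 µM, 1% DMSO final / Incubation: 16 min enzyme reaction, ambient temperature / Signal: fluorescence, excitation 544 nm and emission 590 nm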
# PMI act hi M6P: PMI (human) activation, high substrate; P34949; coupled PMI enzyme assay, resazurin fluorescence, 20 min; hits give high values; 1 = untreated enzyme, 0 = substrate-free blank; activation factor at 20 µM; actives 0.34% (n = 190,000); AID 1216;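 active means activation factor of 2 or more at 20 µM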
#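 Test system: human phosphomannose isomerase with PGI, G6PDH, diaphorase coupling enzymes; Amount: PMI at 15 ng/mL final; Reagent: Mannose-6-phosphate 1.0 mM (near-saturating) plus 0.22 mM NADP+; Timing: 20 min, room temperature; Technique: resorufin fluorescence at Ex 544/Em 590 nm; Dosing: 20 µM single dose.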
# S1P3 antagonist: antagonists of human S1P3 receptor; inhibition, % at 4.98 µM; CHO S1P3 NFAT-BLA reporter, FRET fluorescence, antagonist mode; actives 0.27% (n = 170,000);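 active means inhibition above the plate cutoff, the mean inhibition of test wells on that plate plus 3 SD, cut at about 28% in these data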;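 further: cells challenged with S1P at its EC80 of 0.8 µM; blue over green emission ratio from cleaved BLA substrate after 4 h stimulation; 0% = S1P-stimulated wells and 100% = unstimulated DMSO-only wells; some compounds past the cut are filed as inactive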
# RAM inhibit: inhibitors of the yeast RAM network; S. cerevisiae dse1pr::URA3 reporter, 5-FOA growth OD615, 2 d; analog-sensitive cbk1-as2 kinase mutant strain; AID 868; actives 1.8% (n = 190,000); inhibition, % at 50 µM;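 active means inhibition above a set limit, 3 SD over mean compound inhibition, cut at about 8.4% in these data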;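 further: 0% = DMSO-only wells with no growth and 100% = 10 µM 1-NA-PP1 full growth; inhibition rescues growth on 5-FOA so higher OD means more RAM inhibition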
# L major viab: reduces viability of Leishmania major promastigotes; resazurin fluorescence viability; actives 9% (n = 200,000); inhibition, % at 10 µM;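 further: promastigotes grown with compound for 44 hours at 28 °C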
# Hsp70 act: switches on Hsp70 transcription | activation, % at 10 µM | actives 0.04% (n = 200,000) | HeLa Hsp70 promoter luciferase reporter, luminescence; scaled: vehicle 0, proteasome-inhibitor control 100%;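 active means activation above the mean across all tested compounds plus 3 SD, cutoff set per campaign, cut at about 5.5% in these data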;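 further: 100% = MG132 at 30 µM as the positive control and 0% = DMSO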
# PMI act: activators of human phosphomannose isomerase; P34949; purified human PMI, coupled resazurin fluorescence, 20 min; hits give high values; 1 = vehicle control, 0 substrate-free wells; activation factor at 20 µM; actives 0.005% (n = 190,000);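 active means activation factor of 2 or more at 20 µM, relative to plate controls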
# DTT redox prof: compounds producing H2O2 with reducing agent – biochemical, NIH compound library profiling, artefact control for MLSCN library redox annotation, primary screen; AID 878; DTT-dependent redox cycling H2O2, phenol red/HRP absorbance; 100% = 100 µM peroxide control, 0% = buffer; activation, % at 10 µM; actives 0.03% (n = 200,000);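 active means activation of at least 50% relative to the plate's high and low controls in the primary single-dose screen; inactive means activation below 50%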;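 further: compound incubated with DTT at 0.8 mM final as the reducing agent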
# G6PDH counter: L. mesenteroides G6PDH inhibition counter-screen; Purified L. mesenteroides G6PDH, diaphorase/resazurin coupled fluorescence, 45 min; inhibition, % at 5 µM; actives 0.12% (n = 200,000); AID 1020
# An asterisk follows results filed as active; · = not tested or not shown. Unless noted, no stated cut-off is given here; in the data, active means inhibition above about 50%; inactive means the rest.
SMILES,Diaph inh CS,TLR4-MyD88 BLA,Diaph act CS,PMI act hi M6P,S1P3 antagonist,RAM inhibit,L major viab,Hsp70 act,PMI act,DTT redox prof,G6PDH counter
CCOc1ccc(NS(=O)(=O)c2ccc(OCC(=O)NCCCOC)cc2)cc1,7,-3,0.9,1,-33,1.4,1,-0.1,1,-2.4,2
O=C(O)CC1(O)C(=O)N(Cc2ccccc2)c2ccccc21 (stereo not drawn),1,-10,1,1,-18,2.5,-4,-0.1,1,0.2,13
CN(CCC#N)C(=O)COC(=O)/C=C/c1ccc2c(c1)OCO2,-3,-6,1,1,-6,0.0,-8,0.0,1.1,-0.1,4
Cc1nc(N/N=C/c2ccc(O)cc2)c2cnn(-c3ccccc3)c2n1,14,-12,0.9,0.9,-8,5.5,67*,0.1,0.8,-0.4,-1
Cc1ccc(Cn2cnc3c(cnn3-c3ccc(F)cc3)c2=O)cc1,0,-4,1,1,19,2.1,-6,0.1,1,1.5,3
CCCCNS(=O)(=O)c1ccc2nc(SCC(=O)c3ccccc3OC)[nH]c2c1,28,8,0.7,0.9,·,3.4,99*,-0.4,1,0.3,0
Cc1nnc(SCC(=O)Nc2ccccc2C(=O)NC2CC2)s1,19,-5,0.8,0.8,-2,-0.4,-8,-0.4,0.9,0.3,-7
O=C(Oc1c(CN2CCOCC2)cc(Cl)c2cccnc12)c1ccccc1F,50*,-5,0.5,0.5,-17,-0.7,101*,-0.1,0.7,-3.1,43
C#CCOCCOCCOCCNc1nc(N2CCN(C(=O)[C@H](CCCCN)n3cc([C@@H](N)C(C)CC)nn3)CC2)nc(N2CCN(C(=O)[C@H](Cc3ccc(O)cc3)n3cc([C@@H](N)C(C)CC)nn3)CC2)n1 (stereo partly drawn),-65,-9,1.7,1,-3,-1.2,3,-0.2,1,0.3,18
COc1cc(NC2c3ncccc3C(=O)N2Cc2ccco2)cc(OC)c1OC (stereo not drawn),35,-9,0.6,0.8,6,1.9,-4,-0.1,1,-0.5,8
COCCn1c(SCC(=O)c2c(N)n(C)c(=O)n(C)c2=O)nc2ccccc21,6,-9,0.9,1,-13,1.9,-2,-0.1,1.1,-0.2,-7
COC(=O)Nc1sccc1C(=O)Nc1sccc1C(=O)OC,9,1,0.9,0.9,-6,5.4,-11,-0.2,0.9,0.9,-42
Clc1ccc(-c2nnc(-c3ccccc3)o2)c(Cl)c1,18,-2,0.8,0.9,1,4.1,-7,0.1,0.9,0.4,7
CC(C)n1c(-c2cccnc2)nc2cnccc21,-2,9,1,1.1,24,0.1,-8,0.0,1.2,-2.6,4
CCN(c1ccccc1)S(=O)(=O)c1ccc(C(=O)Nc2nnc(C3CC3)o2)cc1,13,-3,0.9,1.2,-3,3.4,94*,-0.2,1,-0.5,9
CCOC(CNC(=O)c1ccc2c(c1)ncn2-c1cccc(F)c1)OCC,18,-4,0.8,0.7,-8,0.0,8,0.0,0.9,-1.1,7
CCc1nnc(NC(=O)CSc2nc(-c3ccccc3)cc(-c3ccc(OC)cc3)c2C#N)s1,-12,3,1.1,1.1,6,0.9,-7,-0.2,1,0.3,5
COC(=O)c1ccc(C2C(Oc3ccccc3C)C(=O)N2CCc2ccc(OC)c(OC)c2)cc1 (stereo not drawn),15,11,0.9,0.9,·,12*,5,-0.4,0.9,0.8,15
COc1ccc2nc(NC(=O)c3cc(C)oc3C)sc2c1,8,8,0.9,1.1,·,7.8,22,0.1,1.2,0.7,10
COC(=O)/C=C/CSC1=N/C(=C/c2ccc(-n3cncn3)cc2)C(=O)N1,-6,-9,1.1,1,·,1.6,-2,-0.3,1,2.0,3

# Entries of single compounds, quoted from the list:
# Listed for COC(=O)c1ccc(C2C(Oc3ccccc3C)C(=O)N2CCc2ccc(OC)c(OC)c2)cc1 (stereo not drawn) → Diaph inh CS: 15; TLR4-MyD88 BLA: 11; Diaph act CS: 0.9; PMI act hi M6P: 0.9; S1P3 antagonist: ·; RAM inhibit: 12*; L major viab: 5; Hsp70 act: -0.4; PMI act: 0.9; DTT redox prof: 0.8; G6PDH counter: 15
# Listed for COc1ccc2nc(NC(=O)c3cc(C)oc3C)sc2c1 → Diaph inh CS: 8; TLR4-MyD88 BLA: 8; Diaph act CS: 0.9; PMI act hi M6P: 1.1; S1P3 antagonist: ·; RAM inhibit: 7.8; L major viab: 22; Hsp70 act: 0.1; PMI act: 1.2; DTT redox prof: 0.7; G6PDH counter: 10

# Remaining list, next part:
SMILES,Diaph inh CS,TLR4-MyD88 BLA,Diaph act CS,PMI act hi M6P,S1P3 antagonist,RAM inhibit,L major viab,Hsp70 act,PMI act,DTT redox prof,G6PDH counter
CC1C(=O)NN=C1C(=O)N/N=C/c1ccco1 (stereo not drawn),4,9,1,1,-14,0.0,-5,-0.2,1,-2.4,2
CC(=O)C1C(c2ccccc2Cl)NC(=O)NC1(O)C(F)(F)F (stereo not drawn),4,5,1,1,-13,0.6,-6,-0.2,1,-3.6,16
Cc1ccc(C(=O)N/C(=C/c2ccccc2)C(=O)NC(Cc2ccccc2)C(=O)O)cc1 (stereo not drawn),5,-9,1,1.1,2,1.1,24,-0.5,0.9,-0.2,5
COc1cccc2cc(C(=O)C3=C(O)C(=O)N(CCN(C)C)C3c3ccc(F)cc3)oc12 (stereo not drawn),15,-5,0.9,0.9,9,0.5,-12,0.2,1,3.2,6
O=c1[nH]c2ccc(S(=O)(=O)N3CCN(c4ccccc4)CC3)cc2[nH]c1=O,14,-6,0.9,0.9,·,6.4,-11,-0.1,0.8,-6.5,7
Cc1c(Cl)cccc1-n1c(SCC(=O)NCc2ccccc2Cl)nnc1-c1ccncc1,3,-11,1,1.1,·,0.3,100*,-0.4,1,2.5,9
CCCC(=O)NC(Nc1c(C)n(C)n(-c2ccccc2)c1=O)C(Cl)(Cl)Cl (stereo not drawn),2,5,1,1.1,-9,0.2,-2,0.3,1.1,-0.2,8
CC(C)(CO)NC(=O)CCCOc1ccc(Cl)cc1Cl,19,-5,0.8,0.9,11,-0.5,1,-0.5,0.8,-3.7,-2
O=C(OCc1cn(-c2ccc(Cl)c(Cl)c2)nn1)c1ccccc1,8,2,0.9,1.1,·,6.5,-5,-0.5,1,2.7,-1
Cc1cc(=O)oc2cc(OC(=O)c3ccccc3)ccc12,-8,-18,1.1,1,-15,0.8,-2,-0.2,1,0.2,10
O=C(COC(=O)COc1ccccc1[N+](=O)[O-])Nc1ccc(S(=O)(=O)N2CCCCC2)cc1,1,-11,1,1,·,0.9,-2,-0.2,1,0.9,5
CCC(=O)Nc1ccc(-c2nnc(SCC(=O)NCC3CCCO3)n2C)cc1 (stereo not drawn),7,1,0.9,0.9,-6,0.0,-5,-0.4,0.9,0.3,-9
O=C1/C(=C/c2cccnc2)SC(=S)N1C1CCS(=O)(=O)C1 (stereo not drawn),18,-1,0.8,0.9,-2,2.4,92*,-0.5,0.8,0.1,2
N#Cc1c(SCC(N)=O)nsc1SCc1ccccc1Cl,-6,-5,1.1,1,0,-0.3,8,-0.4,1,-0.7,2
C=CCn1c(SCC(=O)N2CCOCC2)nc2sc3c(c2c1=O)CCCC3,11,22,0.9,1,17,0.2,12,-0.1,1,0.3,-40
CCCCOc1ccc(C(=O)N/C(=C\c2ccc([N+](=O)[O-])cc2)C(=O)OCc2ccco2)cc1,10,14,0.9,1,-11,5.7,0,-0.1,0.9,-0.3,-14
N#CCCNC(=O)CCN1CCCCC1,4,3,1,1,·,1.8,-7,0.2,1,0.6,2
COc1ccccc1NC(=O)CN(c1ccc(C)cc1)S(=O)(=O)c1c(C)n[nH]c1C,10,6,0.9,1,23,1.4,28,-0.1,0.9,1.7,16
O=C(N1CCOCC1)C(F)(F)C(=O)N1CCOCC1,8,0,0.9,1,10,-0.4,-7,0.1,1,0.0,0
Cc1cc(N2CCC(C(N)=O)CC2)nc(-c2ccccc2)n1,9,5,0.9,1,·,0.1,4,-0.2,1,0.3,1
O=c1c2cccnc2nc2n1CCCCC2,10,-3,0.9,0.9,-2,3.1,7,-0.1,1,-0.8,4
CC(C)Nc1nc(NC(C)C)nc(N(C)C#N)n1,13,7,0.9,0.9,-9,-0.1,-2,-0.1,1,-2.9,11
Cc1ccc(C(=O)COC(=O)c2ccccc2NC(=O)c2ccccc2)cc1[N+](=O)[O-],0,5,1,1.1,-10,5.2,45,0.4,1,-0.2,-22
Cc1ccc2oc(=O)n(CC(=O)OC(C)C)c2c1,1,-5,1,1.1,·,1.2,-1,-0.4,1.1,-0.2,5
Clc1ccccc1COc1ccccc1-c1nnco1,2,0,1,1,2,1.0,2,-0.5,1.1,0.3,13
O=C(CN1CCN(c2ccccc2O)CC1)NNC(=O)c1ccc(Cl)cc1,16,-13,0.8,0.7,0,-0.3,-7,0.1,0.9,-0.1,5
O=C(NCC(O)CN1CCOCC1)c1ccc([N+](=O)[O-])cc1 (stereo not drawn),2,-22,1,1.1,-8,-0.1,-6,-0.2,1,-0.8,6
CSc1ccc(NC(=O)N2CCN(c3nc4ccccc4s3)CC2)cc1,0,-6,1,1,·,1.1,-2,-0.7,1,0.1,2
CCOC(=O)Cc1ccc(NCc2ccc(Cl)cc2)cc1,21,-5,0.8,0.8,14,0.5,100*,-0.4,1.2,0.5,-7
COc1cccc(N2CC(O)Cn3c2nc2c3c(=O)n(CCCc3ccccc3)c(=O)n2C)c1 (stereo not drawn),0,-6,1,1,8,1.0,9,-0.4,1,0.7,13
CCOC(=O)CN1CC23C=CC(O2)C(C(=O)Nc2ccc4c(c2)OCO4)C3C1=O (stereo not drawn),5,1,0.9,1,-29,1.6,-8,-0.1,1,-2.7,4
O=[N+]([O-])c1cccnc1NCCNc1ncc(C(F)(F)F)cc1Cl,14,1,0.9,0.9,·,2.9,-2,0.4,0.9,1.7,-4
C/C(=N\Nc1ccc(S(=O)(=O)Nc2ccc(Cl)cc2)cc1[N+](=O)[O-])c1ccc(N2CCOCC2)cc1,26,-4,0.7,0.9,-11,2.1,45,0.0,0.8,0.4,-5
Cc1noc(C)c1S(=O)(=O)Nc1ccc(C(=O)NC2CCCCC2)cc1,6,-18,0.9,1,16,1.3,-2,-0.1,1,-0.5,4

# Compound activity as filed in PubChem BioAssay.
